Screens deposited in PubChem BioAssay by several laboratories.
CAL PDZ FP = CAL PDZ peptide-binding inhibitors, primary screen, biochemical, fluorescence polarization, Cer-tagged CAL PDZ, HTS; actives 0.02% (n = 330,000); inhibition, % at 20 µM; Golgi-associated PDZ and coiled-coil motif-containing protein (Homo sapiens), Q9HD26; AID 504414, 2011; purified CAL PDZ, TMR-peptide fluorescence polarization, 1 h;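 active = highest replicate inhibition of at least 40%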;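 also: plate controls were DMSO neutral control wells for no effect and unlabeled competitor peptide control wells for full effect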
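Test system: tagged CAL PDZ domain / Buffer or medium: sodium phosphate/NaCl buffer pH 7.4 with TCEP, IgG, Thesit / Reagent: TMR-labelled reporter peptide T*-PRC34 bound in PDZ groove / Compound dosing: single point, 20 µM / Schedule: 1 h incubation at room temperature before polarization reading / Technique: fluorescence polarization (mP) / Benchmarks: unlabelled peptide, DMSO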
Tat transport = E. coli Tat export inhibitors, primary screen, MC4100, TorA-mCherry reporter, fluorescence, single point | inhibition, % at 10 µM | actives 0.036% (n = 340,000) | AID 488895, 2010;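 active = mean replicate inhibition at least 50% and at least half of replicates individually reaching 50%; inconclusive = only one of the two criteria met; inactive = neither criterion met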;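 also: exported cargo escapes ClpAP degradation while cytoplasmic cargo is degraded and loses fluorescence; 0% = median of neutral control wells and 100% = median of NaSCN control wells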
Rtt109 HAT inh = inhibitors of C. albicans Rtt109/Vps75 HAT, primary screen, biochemical, ThioGlo CoA-SH fluorescence, plate reader; Histone acetyltransferase RTT109 (Candida albicans (strain SC5314 / ATCC MYA-2876)), …; purified Rtt109/Vps75, 4 h; inhibition, % at 34.9 µM; actives 0.16% (n = 330,000);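 active = inhibition of at least 50% in every replicate; inconclusive = best replicate reaches 50% inhibition but some replicates fall short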
Target sequence (Q5AAJ8 whole entry, looked up): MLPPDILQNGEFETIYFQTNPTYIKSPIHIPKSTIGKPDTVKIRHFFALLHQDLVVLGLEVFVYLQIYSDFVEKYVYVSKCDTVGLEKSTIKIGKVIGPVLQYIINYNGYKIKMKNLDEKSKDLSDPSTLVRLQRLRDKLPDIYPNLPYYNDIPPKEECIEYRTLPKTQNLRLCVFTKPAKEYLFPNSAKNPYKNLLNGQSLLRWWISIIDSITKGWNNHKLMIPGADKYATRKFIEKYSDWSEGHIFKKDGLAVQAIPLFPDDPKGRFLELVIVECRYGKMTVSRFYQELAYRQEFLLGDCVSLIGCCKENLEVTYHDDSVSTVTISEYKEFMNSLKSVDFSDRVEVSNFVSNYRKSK
Wnt act = Wnt/beta-catenin pathway activators, primary screen, cell-based, plate reader, single point; activation, % at 9.35 µM; AID 743398, 2014; Wnt/beta-catenin reporter cell assay, activator; actives 1.2% (n = 300,000); in the data active = activation above about 30%, passing the limit was not always enough; inconclusive = no clear call, values can overlap the other calls;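 also: 0% = neutral control wells and 100% = positive control wells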
DAGLB inhibitor = DAGLB lipase inhibitors, primary screen, biochemical, fluorescence, HTS. Diacylglycerol lipase-beta (Homo sapiens), Q8NCG7. HEK293T DAGLB membrane lysate, EnzChek fluorogenic substrate. actives 0.059% (n = 340,000). inhibition, % at 5.17 µM; in the data active = inhibition above about 34%;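 also: 0% = enzyme with vehicle and 100% = wells lacking enzyme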
Target sequence (Q8NCG7 whole entry, looked up): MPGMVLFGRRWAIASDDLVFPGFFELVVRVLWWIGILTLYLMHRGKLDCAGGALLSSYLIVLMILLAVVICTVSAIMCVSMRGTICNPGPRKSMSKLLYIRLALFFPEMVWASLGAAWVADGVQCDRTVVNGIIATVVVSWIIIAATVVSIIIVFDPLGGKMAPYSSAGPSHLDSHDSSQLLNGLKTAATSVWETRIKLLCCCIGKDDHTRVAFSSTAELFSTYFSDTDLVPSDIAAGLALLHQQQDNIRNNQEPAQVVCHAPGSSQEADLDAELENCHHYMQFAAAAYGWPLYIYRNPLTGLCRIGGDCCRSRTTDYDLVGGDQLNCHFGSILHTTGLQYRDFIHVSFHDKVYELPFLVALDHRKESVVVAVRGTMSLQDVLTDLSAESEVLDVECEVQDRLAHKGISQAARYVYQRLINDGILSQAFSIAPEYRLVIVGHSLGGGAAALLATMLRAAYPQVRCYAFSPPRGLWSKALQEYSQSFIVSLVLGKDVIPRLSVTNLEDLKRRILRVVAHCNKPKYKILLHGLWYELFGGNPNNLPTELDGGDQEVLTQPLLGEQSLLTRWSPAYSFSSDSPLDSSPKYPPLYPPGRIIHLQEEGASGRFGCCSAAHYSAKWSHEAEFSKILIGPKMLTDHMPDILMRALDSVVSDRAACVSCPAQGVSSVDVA
PfHsp90 yeast 2 = growth inhibition of PfHsp90-expressing yeast, primary screen, antimalarial PfHsp90 inhibitor project, S. cerevisiae, BacTiter-Glo luminescence, single point, set 2; BacTiter-Glo ATP, 48 h; yeast lacking PDR1 and PDR3 efflux regulators; inhibition, % at 9.4 µM; actives 0.32% (n = 310,000); AID 504621, 2011;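 active = every replicate shows inhibition above about 80%, whatever the replicate mean, limit read from the data; inconclusive = mean inhibition reaches the set limit but some replicate falls short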;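 also: 0% = DMSO neutral controls and 100% = 20 µM radicicol positive controls; yeast relying on Plasmodium falciparum Hsp90 in place of its own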
AddAB inh = growth inhibition of E. coli expressing H. pylori AddAB, primary screen, AddAB inhibitor project, absorbance; inhibition, % at 11.9 µM; actives 0.29% (n = 330,000); in the data active = inhibition above about 12%;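 also: 0% = vehicle wells of infected cells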
phage Ecoli inh = growth loss of phage-infected E. coli, primary screen, RecBCD inhibitor project, absorbance, with phage, HTS; inhibition, % at 11.9 µM; actives 0.26% (n = 360,000); AID 651602, 2012; in the data active = inhibition above about 11%
E coli growth = E. coli V3065 growth inhibition, primary screen, counter-screen for AddAB inhibitor project, absorbance, OD600 | actives 0.27% (n = 330,000) | 18 h | inhibition, % at 11.9 µM;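 active = inhibition above the campaign's mean inhibition across all tested compounds plus 3 SD, cut at about 9.9% in these data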;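 also: uninfected addAB+ strain grown without phage in ampicillin broth; 0% = DMSO wells and 100% = ciprofloxacin 0.95 µg/ml wells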
PvdQ inh = P. aeruginosa PvdQ acylase inhibitors, primary screen, biochemical, fluorescence, plate reader and imaging, single point | actives 0.063% (n = 340,000) | AID 488965, 2010 | PvdQ acylase [Pseudomonas aeruginosa LESB58] | purified PvdQ acylase | inhibition, % at 10 µM; in the data active = inhibition above about 30%, passing the limit was not always enough; inconclusive = no clear call, values can overlap the other calls;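 also: 0% = vehicle neutral wells and 100% = reference inhibitor wells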
Active calls of the source: *; i = inactive; ? = inconclusive; / = not tested or not shown.

item	SMILES	CAL PDZ FP	Tat transport	Rtt109 HAT inh	Wnt act	DAGLB inhibitor	PfHsp90 yeast 2	AddAB inh	phage Ecoli inh	E coli growth	PvdQ inh
1	CCOC(=O)C1=C(N)Oc2cc(O)ccc2C1c1cccc([N+](=O)[O-])c1 (stereo unspecified)	-1.2	0	-1	0	-1	-10	4.3	0.3	-1.5	-5
2	CCN(CC)CCSc1nnc2c3cc(C)ccc3n(Cc3ccccc3)c2n1	/	/	/	1	/	/	4.9	-0.4	1.8	/
3	CC(=O)N(C)c1ccc(NC(=O)C(F)(F)F)cc1	-1.6	-1	-2	-1	1	6	-0.9	0.6	1.7	-9
4	CCn1c(COc2ccccc2)nnc1SCC(=O)NCc1ccco1	-0.9	-13	?	-1	0	8	0.8	5.0	1.7	19
5	CCOC(=O)c1nn(-c2ccc3c(c2)OCCO3)cc1O	-0.2	-2	-3	27	-2	/	0.7	0.3	-2.6	4
6	CCOC(=O)c1cn(CC)c2cc(F)c(F)cc2c1=O	-0.6	3	-2	-2	1	-12	3.1	3.7	3.7	-9
7	COc1ccc(OC)c(NC(=O)CSc2nnc(NC(=O)c3ccco3)s2)c1	-0.2	-10	1	-1	0	6	5.6	1.7	-0.1	14
8	O=C(Nc1ccc(OC(F)(F)F)cc1)NC1CCC(Oc2ccc(C(=O)O)cc2)CC1 (stereo unspecified)	-1.0	5	-2	-3	-3	-13	-0.6	-3.0	-0.2	-1
9	CCOC(=O)c1c(C)n(C)c2c(C)cc(O)c(OC(=O)CC)c12	-0.5	-6	-5	-2	-3	-39	2.1	3.1	-1.1	-14
10	CCCCn1c(=N)c(S(=O)(=O)c2ccc(Br)cc2)cc2c(=O)n3cccc(C)c3nc21	-6.5	3	-21	-2	0	15	3.5	2.3	0.8	-16
11	Cc1ccc(N2CC(C(=O)OCC(=O)c3ccc(F)cc3)CC2=O)cc1 (stereo unspecified)	-1.9	0	-2	-1	-2	8	3.0	0.5	-3.0	-17
12	C=C(C)CSc1nnc(-c2ccc(OC)c(OC)c2)n1N	-1.0	?	7	/	0	/	0.5	1.6	0.6	10
13	CCOc1ccc(S(=O)(=O)N2CCCCC2)cc1NC(=O)CN1C(=O)NC(C)(C2CC2)C1=O (stereo unspecified)	-3.8	5	2	-1	-1	-12	-0.9	1.2	-1.4	-8
14	Cc1cccc(C)c1OCC(O)Cn1nnc2ccccc21 (stereo unspecified)	-1.8	5	3	/	-2	-3	3.4	1.4	2.1	-8
15	CC[C@H](C)[C@@H](C(=O)NCCCCCCCCCCC(=O)N1CCN(C(=O)OC(C)(C)C)CC1)n1cc(CCCCCNC(=O)OC(C)(C)C)nn1	0.2	-6	-16	-13	2	3	0.8	0.0	0.0	-3
16	CC(NC(=O)Cn1cc(C(F)(F)F)ccc1=O)c1ccc(F)cc1 (stereo unspecified)	-2.0	0	-1	0	-1	5	0.8	2.9	-0.4	-5
17	CCCc1nc2cc3c(cc2[nH]1)n(C)c(=O)n3C	1.3	-3	6	-4	0	-39	-1.1	-0.9	-1.5	-22
18	Cn1cc(/C=C(\NC(=O)c2ccccc2)C(=O)NCCCN2CCOCC2)c2ccccc21	-2.8	-8	-5	0	1	-1	2.9	0.6	-0.4	4
19	NNC(=O)c1ccc(COc2ccc3ccccc3c2)o1	0.0	3	-3	?	-8	38	1.0	5.3	0.0	-5
20	CN1CCN(C(=O)c2cc(-c3ccccc3)on2)CC1	-1.6	-8	-2	16	0	-20	3.7	0.3	-0.9	15
21	COc1ccc(CNC(=O)C(C)N(Cc2ccccc2OC)C(=O)c2snc(C(N)=O)c2N)cc1 (stereo unspecified)	-3.5	5	-2	-3	2	2	0.2	1.7	-0.4	-14
22	Cn1c(C(=O)NCCN2CCOCC2)cc2c(=O)n3ccccc3nc21	-2.9	8	i	-1	2	3	-0.4	0.2	-3.5	-32
23	CNc1nc(OCCNC(=O)Nc2ccccc2)nc(N2CCOCC2)n1	0.3	-5	4	/	0	35	2.6	0.7	-2.8	-1
24	COc1ccc(OCC(=O)N/N=C(\C)c2cc3ccccc3o2)cc1	-4.4	-7	3	6	-2	-2	-0.9	4.8	0.0	-2

From entry 21 as far as 24, copied from above:
item	SMILES	CAL PDZ FP	Tat transport	Rtt109 HAT inh	Wnt act	DAGLB inhibitor	PfHsp90 yeast 2	AddAB inh	phage Ecoli inh	E coli growth	PvdQ inh
21	COc1ccc(CNC(=O)C(C)N(Cc2ccccc2OC)C(=O)c2snc(C(N)=O)c2N)cc1 (stereo unspecified)	-3.5	5	-2	-3	2	2	0.2	1.7	-0.4	-14
22	Cn1c(C(=O)NCCN2CCOCC2)cc2c(=O)n3ccccc3nc21	-2.9	8	i	-1	2	3	-0.4	0.2	-3.5	-32
23	CNc1nc(OCCNC(=O)Nc2ccccc2)nc(N2CCOCC2)n1	0.3	-5	4	/	0	35	2.6	0.7	-2.8	-1
24	COc1ccc(OCC(=O)N/N=C(\C)c2cc3ccccc3o2)cc1	-4.4	-7	3	6	-2	-2	-0.9	4.8	0.0	-2

Next section:
| entry | molecule | CAL PDZ FP | Tat transport | Rtt109 HAT inh | Wnt act | DAGLB inhibitor | PfHsp90 yeast 2 | AddAB inh | phage Ecoli inh | E coli growth | PvdQ inh |
| --- | --- | --- | --- | --- | --- | --- | --- | --- | --- | --- | --- |
| 25 | Cn1ncc2c(Nc3ccc(O)cc3)nc(Cl)nc21 | 0.2 | -6 | -1 | 0 | 4 | -8 | 1.4 | 0.8 | -3.1 | -10 |
| 26 | CCc1ccccc1-n1c(SCC(=O)c2c(N)n(C3CC3)c(=O)[nH]c2=O)nnc1N1CCOCC1 | 0.2 | 2 | -5 | 0 | 2 | / | 2.1 | 0.8 | -0.1 | -6 |
| 27 | CCCC1CC(C)(C(=O)CSc2n[nH]c(-c3ccccc3)n2)OC1=O (stereo unspecified) | -1.6 | -2 | 18 | -1 | -1 | -8 | -1.7 | 2.0 | 0.6 | -6 |
| 28 | O=c1[nH]c(CCl)nc2cc(-c3ccc(F)cc3)sc12 | -4.3 | -3 | 17 | 26 | 0 | 19 | 2.4 | 1.4 | -0.6 | 2 |
| 29 | CCc1ccc2c(CC(=O)Nc3nnc(C4CC4)s3)coc2c1 | -0.3 | 3 | -1 | / | 5 | 3 | 0.3 | 2.4 | -0.4 | -12 |
| 30 | CC(=O)C1=C(C)OC(N)=C(C#N)C1c1cc([N+](=O)[O-])ccc1Cl (stereo unspecified) | -0.2 | -4 | 0 | 0 | -1 | 3 | 7.2 | 4.4 | 1.5 | -9 |
| 31 | O=C(Nc1ccc(F)cc1)C(c1ccccc1)N1CCN(S(=O)(=O)c2ccccc2)CC1 (stereo unspecified) | -2.0 | -2 | 2 | 8 | -2 | -17 | 3.2 | 1.9 | 0.4 | 18 |
| 32 | COc1cc(NC(=O)c2ccnnc2)cc(C(=O)Nc2cccc(C(F)(F)F)c2)c1 | -5.1 | -13 | 3 | -1 | -1 | 6 | 0.9 | 2.3 | -1.0 | -10 |
| 33 | O=C1CNC(=O)/C1=C/c1ccc(Br)cc1 | -1.1 | 2 | 9 | -3 | -1 | -12 | -1.1 | 2.8 | -0.8 | -13 |
| 34 | Cc1nc2c(-c3ccccc3)cnn2c(N2CCOCC2)c1C | -0.3 | 5 | -17 | -1 | 0 | 3 | -2.0 | 4.1 | 0.6 | 14 |
| 35 | Cc1nc2ccccn2c1P(=Nc1ccccc1)(N(C)C)N(C)C | -3.3 | -1 | -14 | 6 | 2 | 29 | 0.3 | 0.8 | 0.2 | -3 |
| 36 | CNC(=O)C1CC(=O)N(Cc2ccccc2)C(=Nc2ccc(OC)cc2)S1 (stereo unspecified) | 0.6 | -5 | -4 | / | -1 | / | 2.3 | 3.8 | 0.6 | -16 |
| 37 | CNc1c(NS(=O)(=O)c2cc(NC(C)=O)ccc2C)c(=O)oc2ccccc12 | -2.2 | -3 | 1 | -2 | 0 | 4 | 3.4 | 0.1 | 0.2 | -14 |
| 38 | CCc1[nH]nc(C(=O)N2CCCC(CCC(=O)N3CCN(c4ccccn4)CC3)C2)c1C (stereo unspecified) | 0.4 | 2 | -3 | -1 | -2 | 1 | 2.5 | 4.3 | -0.3 | -7 |
| 39 | COc1ccc(-c2ccc3c(c2)S(=O)(=O)c2cccc(C(=O)NC4CC4)c2C3=O)cc1OC | -0.6 | 5 | 2 | -1 | 4 | -7 | 0.3 | 2.1 | 0.3 | -13 |
| 40 | CCOC(=O)CCSc1nc(-c2ccc3c(c2)OCO3)cc(C(F)(F)F)c1C#N | -1.2 | -1 | 9 | -1 | 1 | / | 0.8 | 1.0 | -2.8 | 6 |
| 41 | COC(=O)CCC(=O)N1CCCC(CO)(Cc2ccccc2F)C1 (stereo unspecified) | 0.6 | -13 | 16 | 0 | -2 | 8 | 0.1 | 1.5 | -3.5 | 16 |
| 42 | COCC(=O)N1CCN(c2cccc(Cl)c2)CC1 | -0.8 | 16 | 2 | -1 | 1 | 3 | 1.4 | 2.0 | -0.4 | -3 |
| 43 | C[C@@H](CN1C2=NC[C@H](Cc3ccc(O)cc3)N2C[C@H]1Cc1ccc(O)cc1)NC(=O)CCC1CCCCC1 | -1.3 | 3 | ? | 5 | -1 | 17 | -0.5 | 4.2 | -7.0 | -15 |
| 44 | CC(=O)N1CCN(C(=O)CCN(c2ccccc2)S(=O)(=O)c2ccc(C)cc2)CC1 | -2.4 | -3 | -2 | 2 | 1 | / | 0.9 | 1.3 | 0.4 | -3 |
